Screening results as filed in PubChem BioAssay.
FEN1 inhibitor = inhibitors of human flap endonuclease 1; P39748; Recombinant FEN1 flap cleavage, fluorescence, 15 min; Potency, µM (titrated, usually from 114 µM), for the others: at the top dose activity change, negative = inhibition, actives largely listed as inhibitors; 390,000 compounds, 0.35% hits; AID 588795; note: nearly all actives have a fitted effect of over 65% in size
Target sequence (P39748 whole entry, looked up): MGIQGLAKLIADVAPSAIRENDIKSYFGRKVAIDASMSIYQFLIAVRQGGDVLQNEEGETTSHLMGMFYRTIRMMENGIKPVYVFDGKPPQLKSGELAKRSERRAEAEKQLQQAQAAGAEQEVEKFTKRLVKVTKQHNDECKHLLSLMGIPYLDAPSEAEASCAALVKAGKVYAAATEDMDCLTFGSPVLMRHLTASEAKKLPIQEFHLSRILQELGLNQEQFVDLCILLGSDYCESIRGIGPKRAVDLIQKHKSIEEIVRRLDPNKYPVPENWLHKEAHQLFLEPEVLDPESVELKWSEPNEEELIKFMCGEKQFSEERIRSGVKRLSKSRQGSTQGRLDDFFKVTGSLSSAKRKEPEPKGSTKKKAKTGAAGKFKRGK
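In this screen, 50 nM flap DNA substrate was added to 10 nM FEN1 pretreated with compound for 15 min at room temperature; cleavage was followed with reads at 0 and 15 min, and Hill fitting gave concentration–response parameters.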
GCN5L2 inh = inhibitors of human GCN5L2 histone acetyltransferase; Q92830; GCN5L2 HAT assay, ThioGlo1 CoA-SH fluorescence; Potency, µM (doses to about 58.9 µM), inactives show at the top dose activity change, negative = inhibition, hits mostly inhibitors; 390,000 compounds, 0.21% hits; AID 504327
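Fluorescence readout, Ex340nm/Em540nm: ThioGlo1 (50uM final) reacts with free CoA thiol released as 20nM GCN5L2 acetylates H3(1-25) peptide (75uM) using acetyl-CoA (70uM). Compound and enzyme sat 15 min beforehand; 20 min room-temperature reaction.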
N370S GC mod = inhibitors or activators of N370S glucocerebrosidase for Gaucher disease | P04062 | N370S GC spleen homogenate, 4MU-glucoside fluorescence | Potency, µM (top dose mostly 59.4 µM), for inactives: at the top dose activity change, negative = inhibition, most hits filed as inhibitors | 330,000 compounds, 0.092% hits;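 note: 0% = full enzyme activity and -100% = no enzyme basal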
Active calls of the source: *; ? = inconclusive; · = no result given; [ ] = remark or other dose. Calls come from the whole dose curve; as a rule, active = well fitted curve in the direction sought with a large enough effect; inconclusive = small, poorly fitted or top-dose-only effect, or another doubt; inactive = no such curve, though single readings can be large; an effect the other way counts as inactive or inconclusive. Unless noted, % is set by controls: 0 for no effect and ±100 for the full control effect; potency is the fitted concentration of half-maximal effect. Only part of the results is shown; the hit share may differ from the screen's.

1) COc1cccc(CC(=O)N2CCCC(CO)(Cc3ccc(F)cc3F)C2)c1 (stereo not drawn)
2) O=C(NCC(c1ccc2c(c1)OCO2)N1CCN(c2ccccc2)CC1)C(=O)Nc1cccc(F)c1 (stereo not drawn)
3) Cc1cc(C)c(NC(=O)c2ccc(S(=O)(=O)N(C)C)cc2)c(C)n1
4) O=C(CN1C(=O)NC(Cc2c[nH]c3ccccc23)C1=O)Nc1cccc(S(=O)(=O)N2CCOCC2)c1 (stereo not drawn)
5) O=C(Cn1c(=O)nc(-c2ccccc2F)c2cc(Cl)ccc21)N1CCN(c2ccccc2F)CC1

Compound,1,2,3,4,5
FEN1 inhibitor,2.3%,-11.8%,-2.4%,11.7%,-3.7%
GCN5L2 inh,-1.5%,-8.1%,-15.4%,-19.5%,-4.2%
N370S GC mod,-1.4%,·,1.3%,-6.8%,·

Next section, overlapping the part above by four compounds.
2) O=C(NCC(c1ccc2c(c1)OCO2)N1CCN(c2ccccc2)CC1)C(=O)Nc1cccc(F)c1 (stereo not drawn)
3) Cc1cc(C)c(NC(=O)c2ccc(S(=O)(=O)N(C)C)cc2)c(C)n1
4) O=C(CN1C(=O)NC(Cc2c[nH]c3ccccc23)C1=O)Nc1cccc(S(=O)(=O)N2CCOCC2)c1 (stereo not drawn)
5) O=C(Cn1c(=O)nc(-c2ccccc2F)c2cc(Cl)ccc21)N1CCN(c2ccccc2F)CC1
6) CCOc1ccc(-c2cc(OC(=O)c3ccc(OC)cc3)c3c(C)oc(C)c3c(=O)c2)cc1
7) CCOC(=O)c1c(C)n(OCc2ccccc2)c2ccc3c(no[n+]3[O-])c12
8) O=C(c1ccccc1)N1CCN(c2ccc([N+](=O)[O-])c(NCc3cccnc3)c2)CC1
9) Cc1ccc(C(=O)/C=C/c2ccc3c(c2)OCO3)o1
10) CCN(C(=O)COC(=O)c1ccc2c(c1)OCO2)c1ccc(F)cc1

Compound,2,3,4,5,6,7,8,9,10
FEN1 inhibitor,-11.8%,-2.4%,11.7%,-3.7%,-1.0%,1.9%,-12.1%,-10.2%,-5.5%
GCN5L2 inh,-8.1%,-15.4%,-19.5%,-4.2%,3.5%,-2.2%,39.0%[activator],0.6%,-0.4%
N370S GC mod,·,1.3%,-6.8%,·,·,6.5%,-19.5%,0.1%,·

11) CCn1ccnc1C(O)c1ccc(N(C)C)cc1 (stereo not drawn)
12) CC(C)c1nc(SCC(=O)Nc2ccc3c(c2)OCO3)n[nH]1
13) CCCCN(CCCC)C1=C(C(=O)c2ccccc2)N(CC)S(=O)(=O)c2ccccc21
14) CCN(Cc1ccccc1)C(=O)C(CC(C)C)NS(=O)(=O)c1ccc2c(c1)CCN2C(C)=O (stereo not drawn)
15) Cc1ccc(C)c(C(=O)NC2CC(C)(C)NC(C)(C)C2)c1

Compound,11,12,13,14,15
FEN1 inhibitor,-12.7%,10.6%,-11.1%,-2.6%,2.2%
GCN5L2 inh,-1.0%,0.2%,0.1%,-5.0%,-1.6%
N370S GC mod,1.6%,10.4%,·,·,3.5%

16) Cc1ccc(C(=O)C(C)OC(=O)CN2C(=O)NC3(CCCC3)C2=O)cc1 (stereo not drawn)
17) Cc1nc2ccc(N3C(=O)CCC3=O)cc2[nH]1
18) O=C(COc1ccc(Cl)cc1)NCC(c1ccco1)S(=O)(=O)c1ccc(Cl)cc1 (stereo not drawn)
19) COC(=O)c1ccc(OCC(O)CN2C(=O)NC(C)(C)C2=O)cc1 (stereo not drawn)
20) CCN(CC)CCNC(=O)c1ccc2c(=O)n3nc(Nc4ccccc4)sc3nc2c1

Compound,16,17,18,19,20
FEN1 inhibitor,30.7%,8.9%,-20.5%,-3.9%,-22.4%
GCN5L2 inh,0.6%,-7.4%,-4.0%,-0.9%,-4.5%
N370S GC mod,-23.4%,-2.0%,·,-0.2%,·

Two records drawn at random from the list so far, as already listed:
18) O=C(COc1ccc(Cl)cc1)NCC(c1ccco1)S(=O)(=O)c1ccc(Cl)cc1 (stereo not drawn)
20) CCN(CC)CCNC(=O)c1ccc2c(=O)n3nc(Nc4ccccc4)sc3nc2c1

Compound,18,20
FEN1 inhibitor,-20.5%,-22.4%
GCN5L2 inh,-4.0%,-4.5%
N370S GC mod,·,·

(further entries)
21) CCOC(=O)NC(=O)CSc1nc2ccc(OCC)cc2[nH]1
22) CCS(=O)(=O)N1CCc2cc(C(=O)Nc3ccc(OC)cc3OC)ccc21
23) COc1cc(CC(=O)OCC(=O)NC2CCCCC2)cc(OC)c1OC
24) COc1cccc(OC)c1/C(O)=C(\C#N)c1nc2ccccc2[nH]1
25) Cc1ccc(C)c(NC(=O)c2ccc3c(c2)CCCN3S(C)(=O)=O)c1

Compound,21,22,23,24,25
FEN1 inhibitor,-8.0%,-1.4%,-0.4%,-1.4%,-5.5%
GCN5L2 inh,-5.5%,-8.4%,-0.4%,-7.0%,-4.7%
N370S GC mod,11.6%,·,-1.1%,-0.1%,·

26) O=[N+]([O-])c1cc(-c2n[nH]c(-c3ccccc3)n2)cc([N+](=O)[O-])c1
27) COC(=O)C(=Cc1ccc(OCc2ccc([N+](=O)[O-])cc2)c(OC)c1)C(=O)OC
28) Cc1nc(SCC(=O)c2c(C)[nH]c3ccccc23)c2c(=O)n(C)c(=O)n(CC(C)C)c2n1
29) CC(=O)C1=C(O)C(=O)N(CCC(=O)O)C1c1ccccc1[N+](=O)[O-] (stereo not drawn)
30) CN(c1ccccc1)S(=O)(=O)c1ccc(C(=O)Nc2ncccc2O)cc1

Compound,26,27,28,29,30
FEN1 inhibitor,-2.1%,-2.8%,·,-13.1%,-6.2%
GCN5L2 inh,7.6%,-3.6%,-5.8%,1.3%,?
N370S GC mod,4.3%,-0.4%,6.8%,4.8%,-5.4%

31) CCOC(=O)C1=NOC(CNC(=O)c2c(-c3ccccc3Cl)noc2C)C1 (stereo not drawn)
32) Cc1c(Cl)cccc1NC(=O)c1cc2nc(-c3ccc4c(c3)OCO4)cc(C(F)(F)F)n2n1
33) COc1ccc(/C=N\NC(=O)CNC(=O)C(c2ccccc2)c2ccccc2)cc1[N+](=O)[O-]
34) N#Cc1cc(N)c(Nc2ccccc2)cc1C#N
35) COc1ccccc1Nc1nnc(SCc2cc(=O)n3cc(C)ccc3n2)s1

Compound,31,32,33,34,35
FEN1 inhibitor,1.5%,-7.1%,-5.5%,6.6%,-7.1%
GCN5L2 inh,-10.0%,-5.3%,-1.5%,-10.7%,-6.5%
N370S GC mod,-1.0%,·,-4.5%,6.0%,2.6%

36) Cc1ccc(OCCCCN2CCCCC2)cc1
37) CCCN1Cc2cccc(C(=O)Nc3ccc(CN4CCCC4)cc3)c2C1=O
38) O=C(CCCc1ccccc1)Nc1ccc(Br)cc1F
39) Cc1ccc(C2c3sc(=O)[nH]c3SC3C(=O)NC(=O)C32)cc1 (stereo not drawn)
40) Cc1ccc2nc(-c3ccc(NC(=O)Cc4ccccc4)cc3)sc2c1

Compound,36,37,38,39,40
FEN1 inhibitor,27.9%,11.9%,-1.4%,-10.8%,-24.9%
GCN5L2 inh,-0.6%,-2.4%,-5.6%,-3.5%,2.9%
N370S GC mod,-1.8%,?,-19.6%,-2.7%,·

41) Cc1cccc(C)c1NC(=O)Cn1cnc2c(=O)n(C)c(=O)n(C)c21
42) COc1ccc(-c2noc(CCCC(=O)Nc3ccc(C(N)=O)cc3)n2)cc1
43) Cc1ccc(Cc2nc3ccccc3nc2SCC(=O)NCc2ccc(F)cc2)cc1
44) CCOc1ccc(NCc2cccn2-c2nnc(N3CCC(C(=O)NCCCN4CC(C)CC(C)C4)CC3)s2)cc1 (stereo not drawn)
45) CC1(C)CN(c2cccc(C#N)c2)C1=O

Compound,41,42,43,44,45
FEN1 inhibitor,-4.7%,-11.7%,14.4%,-15.9%,-4.2%
GCN5L2 inh,3.2%,-3.9%,-13.9%,-3.5%,-8.1%
N370S GC mod,-5.8%,-5.2%,·,-10.1%,9.1%

46) CC1C(c2ccccc2)N(C)C(c2ccccc2)CC1(O)c1ccc(F)cc1 (stereo not drawn)
47) CN1CCN(CCNC(=O)c2cc3c(=O)n(C)c4ccccc4c3n2C)CC1
48) Fc1nc(N2CCCC2)c(F)c(Oc2ccccc2Oc2c(F)c(F)nc(N3CCCC3)c2F)c1F
49) Cn1c(SCC(=O)c2ccc(F)cc2)nnc1-c1cnccn1
50) COc1ccc(CC(=O)N2CCN=C2SC)cc1OC

Compound,46,47,48,49,50
FEN1 inhibitor,4.7%,-30.9%,-0.5%,5.2%,5.1%
GCN5L2 inh,-12.4%,-10.0%,-17.2%,-0.7%,-6.0%
N370S GC mod,-16.6%,8.7%,-18.6%,-6.7%,-2.2%

51) CS/C(N)=N/N=C/c1cc(C)ccc1O
52) CC(C)=C(NC(=O)c1ccccc1)C(=O)Nc1ccc(C(=O)O)cc1
53) Nc1nnc(SCC(=O)Nc2ccc(S(=O)(=O)N3CCOCC3)cc2)s1
54) COc1ccc(CNC(=O)CC2Sc3ccccc3NC2=O)cc1 (stereo not drawn)
55) Cc1ccc(-c2nc3c(c(=O)[nH]c(=O)n3Cc3ccccc3)n2Cc2ccccc2)o1

Compound,51,52,53,54,55
FEN1 inhibitor,-6.4%,-7.1%,-17.1%,-2.4%,-16.0%
GCN5L2 inh,-11.9%,1.2%,-6.8%,-2.2%,-19.9%
N370S GC mod,-9.9%,3.9%,0.6%,-1.4%,8.8%

56) Cc1ccc2nc3c(cc(C#N)c(=N)n3CC3CCCO3)c(=O)n2c1 (stereo not drawn)
57) CC(=O)N1N=C(c2ccc3nccnc3c2)CC1c1ccccc1 (stereo not drawn)
58) O=C(Nc1ccc(Cc2ccncc2)cc1)c1cc([N+](=O)[O-])ccc1N1CCOCC1
59) COC(=O)C1CCN(CC(=O)Nc2sc3c(c2C#N)CCC3)CC1
60) CC1CN(C(=O)c2ccccc2Nc2ccc(SC(F)F)cc2)CC(C)O1 (stereo not drawn)

Compound,56,57,58,59,60
FEN1 inhibitor,·,-1.6%,-6.5%,-2.5%,2.0%
GCN5L2 inh,-4.9%,0.6%,3.9%,37.5%[activator],3.1%
N370S GC mod,3.6%,17.7%,-1.2%,-0.1%,-3.6%

61) COCc1ccc(C(=O)N2CCCCC2C(=O)Nc2ccc(-n3nc(C)cc3C)cc2)o1 (stereo not drawn)
62) C/C(=N\NC(=O)c1ccncc1)c1ccc(N2CCOCC2)cc1
63) O=C(NCCOc1ccc(Cl)cc1)C(=O)NCC1CCCO1 (stereo not drawn)
64) O=C(Cn1cnc2c(nnn2Cc2ccc(F)cc2)c1=O)N1CCCc2ccccc21
65) COc1ccc(-c2cn3nc(N4CCC(C(=O)Nc5ccc(Cl)cc5C)CC4)sc3n2)cc1

Compound,61,62,63,64,65
FEN1 inhibitor,-7.2%,14.8%,2.8%,6.0%,-5.8%
GCN5L2 inh,-26.1%,-0.6%,-17.4%,-0.9%,-1.6%
N370S GC mod,-0.6%,·,4.8%,-12.8%,·

66) C=CCN1C(=O)[C@@H]2Cc3c([nH]c4ccccc34)C(c3cc(OC)c(OC)c(OC)c3)N2C1=S (stereo partly drawn)
67) O=C(O)c1ccc(Cl)c(S(=O)(=O)N2CCCCCC2)c1
68) CC(NC(=O)c1ccccc1Cl)C(=O)OCc1cn2cc(Cl)ccc2n1 (stereo not drawn)
69) Cc1ccc(C(=O)CSc2nnc(CNc3nc(-c4ccccc4)cs3)n2C)cc1
70) Cc1cc(NCc2ccccc2)n2ncnc2n1

Compound,66,67,68,69,70
FEN1 inhibitor,1.8%,7.3%,-6.7%,-9.3%,-15.7%
GCN5L2 inh,-1.1%,0.5%,-2.2%,-11.7%,1.5%
N370S GC mod,-0.2%,11.6%,·,6.7%,3.4%

71) CCCn1c(C2CCCN2c2nc(-c3ccc(C)cc3)cs2)nc2cc(Cl)c(N3CCCCC3)cc21 (stereo not drawn)
72) O=C(Nc1ccc2c(c1)OCCO2)C1CCN(S(=O)(=O)c2cccs2)CC1
73) CC(C)c1c(C(=O)N/N=C/c2cccc3ccccc23)nnn1-c1nonc1N
74) CCOc1ccccc1NC(=O)Cn1c(=O)n(Cc2nc(C)no2)c(=O)c2ccccc21
75) COc1ccc(CCNC(=O)C(=O)NCc2ccc(Cl)cc2)cc1OC
76) CCC/C(O)=C1\C(=O)CCCC1=NCCc1c(C)[nH]c2ccc(C)cc12

Compound,71,72,73,74,75,76
FEN1 inhibitor,4.9%,-3.5%,2.5%,0.3%,4.5%,-16.5%
GCN5L2 inh,3.8%,0.0%,-7.9%,-2.6%,-6.7%,-2.0%
N370S GC mod,0.0%,5.8%,-9.6%,·,-10.7%,8.5%
